# Bioassay records as filed in PubChem BioAssay.
# USP30 inh – blocks human USP30 ubiquitin-rhodamine cleavage | Q70CQ3 | purified USP30, Ub-rhodamine cleavage fluorescence | inhibition, % at 25 µM | 5.3% of 47,000 active
# USP17 block – human USP17-like deubiquitinase inhibition. A8MUK1. purified USP17, Ub-rhodamine cleavage fluorescence, 3 h. inhibition, % at 50 µM. 6.5% of 47,000 active
# Target sequence (A8MUK1 whole entry, looked up): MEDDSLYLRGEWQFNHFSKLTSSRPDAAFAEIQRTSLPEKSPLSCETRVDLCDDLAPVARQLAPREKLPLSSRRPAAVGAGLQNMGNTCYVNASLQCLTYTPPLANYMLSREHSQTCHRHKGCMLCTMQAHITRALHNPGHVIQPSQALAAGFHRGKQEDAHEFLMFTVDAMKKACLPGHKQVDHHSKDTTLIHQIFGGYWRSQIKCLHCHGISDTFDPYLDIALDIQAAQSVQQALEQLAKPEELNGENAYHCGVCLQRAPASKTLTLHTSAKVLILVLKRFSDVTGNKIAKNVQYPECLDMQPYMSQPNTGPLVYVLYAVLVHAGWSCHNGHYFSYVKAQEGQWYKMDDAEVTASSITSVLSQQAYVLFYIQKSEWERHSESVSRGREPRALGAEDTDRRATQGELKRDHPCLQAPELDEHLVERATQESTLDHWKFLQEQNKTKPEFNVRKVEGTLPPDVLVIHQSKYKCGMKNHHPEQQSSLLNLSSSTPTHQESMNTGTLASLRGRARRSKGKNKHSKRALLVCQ
# UCHL1 block – inhibitors of human UCHL1 deubiquitinase | purified UCHL1, Ub-rhodamine cleavage fluorescence | 0.2% of 47,000 active | inhibition, % at 20 µM | AID 1645859 | P09936
# Target sequence (P09936 whole entry, looked up): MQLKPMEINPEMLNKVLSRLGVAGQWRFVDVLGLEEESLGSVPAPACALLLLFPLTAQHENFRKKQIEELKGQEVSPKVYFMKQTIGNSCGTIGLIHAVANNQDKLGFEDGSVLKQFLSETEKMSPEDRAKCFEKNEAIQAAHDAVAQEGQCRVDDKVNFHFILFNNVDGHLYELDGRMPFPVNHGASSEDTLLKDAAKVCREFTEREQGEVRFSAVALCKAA
# USP8 inh – inhibitors of human USP8 deubiquitinase; inhibition, % at 20 µM; purified USP8, Ub-rhodamine cleavage fluorescence, 30 min; AID 1645853; 4.2% of 47,000 active
# OTUD3 block – inhibitors of human OTUD3 deubiquitinase | Q5T2D3 | purified OTUD3, Ub-rhodamine fluorescence, 2 h | inhibition, % at 25 µM | 0.7% of 47,000 active | AID 1645858
# USP28 block – inhibitors of human USP28 deubiquitinase; AID 1645857; 3% of 47,000 active; Q96RU2; purified USP28, Ub-rhodamine cleavage fluorescence, 30 min; inhibition, % at 25 µM
# USP10 block – inhibitors of human USP10 deubiquitinase; inhibition, % at 20 µM; Q14694; purified USP10, Ub-rhodamine fluorescence, 60 min; 1.1% of 47,000 active; AID 1645856
# USP7 block – blocks human USP7 ubiquitin-rhodamine cleavage | Q93009 | purified USP7, Ub-rhodamine cleavage fluorescence | inhibition, % at 20 µM | 0.3% of 47,000 active
# The depositor's hits bear a star; nt = no result given. Cut-off read from the data, not from the text of the source: active = inhibition above about 30%; inactive = the rest.
# Short keys – A = USP30 inh; B = USP17 block; C = UCHL1 block; D = USP8 inh; E = OTUD3 block; F = USP28 block; G = USP10 block; H = USP7 block
> Cc1ccc(C(=O)N2CCN(C(=O)c3cc4ccccc4[nH]3)CC2)cc1
  A: 26; B: 37*; C: 3; D: 15; E: 14; F: 15; G: 2; H: -12
> Cc1cc(=O)n(CC(=O)NCc2ccc(F)cc2)c(N2CCCCC2)n1
  A: 2; B: -2; C: -1; D: -11; E: -4; F: -3; G: -1; H: -45
> Cc1ccc2c(c1)C(C)(C)C1(C)NC(=O)CN21 (stereo not drawn)
  A: -11; B: 1; C: 0; D: -2; E: -8; F: -2; G: -3; H: 0
> O=C(C1CCOCC1)N1CCCCCC1C1CCN(c2nc3ccccc3o2)CC1 (stereo not drawn)
  A: 0; B: 0; C: -5; D: -6; E: -8; F: -8; G: -4; H: -1
> Cc1nc(-c2ccccn2)sc1C(=O)NC(C)c1ccncc1 (stereo not drawn)
  A: nt; B: 8; C: 2; D: 1; E: 6; F: nt; G: -1; H: 4
> Cc1noc(C)c1COc1cccc(C(=O)Nc2cccc(S(=O)(=O)N(C)c3ccccc3)c2)c1
  A: 2; B: 2; C: 3; D: 5; E: 0; F: 18; G: 6; H: 8
> Cc1ccc(C(=O)CN2C(=O)c3ccccc3OC(c3ccccc3)C2=O)cc1 (stereo not drawn)
  A: -12; B: 3; C: 3; D: -1; E: 2; F: -6; G: 4; H: 5
> Fc1ccccc1CNc1nnc(-c2nc(C3CC3)no2)c2ccccc12
  A: -1; B: 7; C: 2; D: -1; E: -7; F: 12; G: 5; H: 0
> COc1ccccc1CN1C(=O)c2ccccc2CC1(C)C(=O)NC1CCC(C)CC1 (stereo not drawn)
  A: -4; B: nt; C: -4; D: -19; E: -11; F: -16; G: -2; H: -5
> Cc1ccccc1CNC(=O)C1CCN(c2cnc3nccnc3c2)CC1
  A: -73; B: -13; C: -9; D: -29; E: -15; F: -20; G: -5; H: 7
> CNc1cc(C)nc(C2CN(C(=O)c3ccc(C)n(C)c3=O)CCO2)c1 (stereo not drawn)
  A: 32*; B: 8; C: 1; D: -34; E: 13; F: 4; G: 0; H: 4
> Cc1nn(-c2ccc(F)cc2)c(C)c1S(=O)(=O)NCc1cccnc1
  A: 1; B: 11; C: 2; D: 18; E: 11; F: 4; G: -1; H: 4
> CCOC(=O)C1CCN(c2nnc(N3CCCC3=O)s2)CC1
  A: nt; B: -10; C: -3; D: -2; E: -4; F: nt; G: -2; H: -2
> CC(C)(C)c1cc(C[C@@H]2C[C@H](NC(=O)c3ccco3)C2(C)C)no1
  A: -12; B: -3; C: -4; D: 0; E: -4; F: -5; G: 0; H: -8
> Cc1cc(-c2cnc(C)nc2C2CCCN(CC(=O)N3CCCC3)C2)on1 (stereo not drawn)
  A: 22; B: 10; C: 1; D: 12; E: 8; F: 5; G: 0; H: 12
> Cn1c(=O)/c(=C\c2ccccc2)[nH]c(=O)/c1=C\c1ccccc1
  A: -10; B: -6; C: 0; D: -2; E: 0; F: -5; G: 0; H: 1
> CC(C)(C)CC(=O)N1CCC(c2nc3c(nnn3Cc3c(F)cccc3Cl)c(=O)[nH]2)CC1
  A: 6; B: 7; C: 0; D: 2; E: 0; F: 1; G: 7; H: -94
> O=C(O)C1CCCN(C(=O)c2ccc(-c3ccccc3F)o2)C1 (stereo not drawn)
  A: 12; B: 15; C: 2; D: 11; E: 8; F: 6; G: 6; H: 3
> COc1ccccc1Nc1cc(C)nc2nc(-c3ccco3)nn12
  A: -32; B: 41*; C: -41; D: -22; E: -27; F: -4; G: -9; H: -26
> CC1=C(c2ccc(F)cc2)S(=O)(=O)N=C1Nc1ccccc1Cl
  A: 6; B: 23; C: -2; D: 5; E: 7; F: -2; G: 4; H: 3
> Cc1nc2nc(NCc3ccccc3)[nH]n2c(=O)c1CCC(=O)N1CCC(C)CC1
  A: 0; B: 5; C: 0; D: 3; E: -1; F: 1; G: 5; H: 0
> c1cc(-c2nc3c(c(N4CCOCC4)n2)CCC3)ccn1
  A: 28; B: 2; C: 1; D: -9; E: 7; F: 3; G: 3; H: 7
> O=C(NC1CCN(Cc2ccccc2)CC1)c1cc(-c2ccc(Cl)cc2)nc2ccccc12
  A: -10; B: 2; C: 0; D: -12; E: -5; F: 0; G: 0; H: 7
> Cc1occc1C(=O)N1CCC2(CC1)CCN(c1ncccn1)CC2
  A: -38; B: -17; C: -6; D: -97; E: -15; F: -11; G: -4; H: -36
> Cc1cc(CN2C(=O)NC(C)(c3cc4ccccc4o3)C2=O)on1 (stereo not drawn)
  A: -92; B: -40; C: -8; D: 1; E: -4; F: -13; G: -6; H: -9
> COc1ccc(NC2=C(Sc3ccccc3)C(=O)N(c3cc(C)cc(C)c3)C2=O)cc1
  A: -9; B: -14; C: -3; D: -40; E: -4; F: -5; G: -4; H: 2
> O=C(NC1CCCCC1)C1CC(=O)N(c2cccc(-c3noc(-c4cccs4)n3)c2)C1 (stereo not drawn)
  A: nt; B: 39*; C: -4; D: -4; E: 0; F: nt; G: -2; H: -9
> CCn1nccc1C1CCCN1C(=O)Nc1ccc2c(c1)OCO2 (stereo not drawn)
  A: -24; B: -7; C: -5; D: -8; E: -8; F: -8; G: -5; H: -3
> Cc1ccc(N2C(=O)CN(S(C)(=O)=O)CC2(C)C(=O)NC2CCCC2)c(C)c1 (stereo not drawn)
  A: 17; B: 14; C: 1; D: 13; E: 17; F: 2; G: 1; H: 3
> COc1ccc(-c2c(C(=O)O)sc3c2NC(=O)CC3c2ccccc2F)cc1 (stereo not drawn)
  A: nt; B: 10; C: 1; D: 3; E: 1; F: nt; G: 2; H: 4
> COc1cccc(OCCOCC(O)CN2CCN(c3ccccc3)CC2)c1 (stereo not drawn)
  A: 2; B: -4; C: 2; D: -14; E: 1; F: -4; G: -2; H: 2
> Cc1cc2sc(NC(=O)C34CC5CC(CC(C5)C3)C4)nc2cc1Cl
  A: 12; B: 25; C: -4; D: 2; E: -9; F: -1; G: 4; H: 5
> Cc1ccc(-c2nnc3ccc(SCC(=O)N4CCCCC4)nn23)cc1
  A: -3; B: 0; C: 0; D: 0; E: 0; F: -5; G: 0; H: 2
> CN(Cc1ccccc1)S(=O)(=O)c1ccc2c(c1)OCC(C(=O)N1CCCC1)O2 (stereo not drawn)
  A: -1; B: -20; C: 0; D: -37; E: -3; F: 0; G: -1; H: 0
> Cc1ncccc1Oc1nccnc1C1CCCN(CC(N)=O)C1 (stereo not drawn)
  A: 8; B: 1; C: 0; D: 13; E: 2; F: -2; G: 1; H: 3
> CCOC(=O)CSc1nnc(CNC(=O)c2ccc(F)cc2)n1-c1ccccc1
  A: -2; B: -6; C: -7; D: 0; E: -2; F: -20; G: -2; H: -3
> COc1ccc(C2C3=C(CC(c4ccc(C)cc4)CC3=O)Nc3ccccc3N2C(=O)c2ccccc2)cc1 (stereo not drawn)
  A: 12; B: 23; C: 2; D: 24; E: 2; F: 13; G: -3; H: 1
> Cc1cccc(OCC(=O)N(c2nc3ccccc3s2)c2ccccc2C)c1
  A: 11; B: 2; C: 1; D: 0; E: -4; F: -2; G: 9; H: -7
> CC1(C)Cc2c(c(-c3ccccc3)nc(N3CCCC3)c2C(N)=O)CO1
  A: -14; B: -13; C: -4; D: -9; E: -7; F: -7; G: 0; H: -10
> CC1CCCN(C(=O)CCC2CCCN(c3cc(NC4CC4)ncn3)C2)C1 (stereo not drawn)
  A: -45; B: -25; C: -4; D: -89; E: -10; F: -12; G: -7; H: -25
> CC1c2[nH]c3ccccc3c2C[C@@H]2C(=O)N(CC(O)c3ccccc3)CC(=O)N12 (stereo partly drawn)
  A: -412; B: -118; C: -6; D: -74; E: -87; F: -122; G: -7; H: -13
> Cc1cc(NC(=O)Cn2cnc3c(cnn3C(C)(C)C)c2=O)no1
  A: -7; B: -4; C: -3; D: -6; E: -7; F: -4; G: -6; H: -1
> CC(=O)N1CCc2cc(C(O)CN3CCN(c4cccc(C)c4C)CC3)ccc21 (stereo not drawn)
  A: -3; B: -5; C: 3; D: -2; E: 1; F: 3; G: 0; H: 4
> COc1ccc(NC(=O)N2CCn3cccc3C2c2ccc(F)cc2)cc1 (stereo not drawn)
  A: -485; B: -64; C: -23; D: -186; E: -88; F: -123; G: -9; H: -35
> Cc1nc(Nc2nnc(C)s2)cc(C2CCCN2)n1 (stereo not drawn)
  A: 1; B: -5; C: -2; D: -39; E: 0; F: -5; G: 4; H: 3
> CCOC(=O)c1cc2c(ccn2C)n1CC(=O)N(Cc1ccc(Cl)cc1)c1ccccc1
  A: -160; B: 43*; C: -17; D: 57*; E: -34; F: -10; G: -7; H: -60
> Cc1nc(Cn2cccc2C(=O)N2CCc3ccccc32)no1
  A: -81; B: -4; C: 1; D: 3; E: -1; F: -6; G: -3; H: -3
> O=C1N(CC2CC2)c2ccccc2C12CCN(S(=O)(=O)C1CC1)CC2
  A: 4; B: -7; C: 1; D: -1; E: -5; F: -5; G: 0; H: -4
> Cn1nc(C2CCCN(S(=O)(=O)c3ccccc3)C2)c2nccnc21 (stereo not drawn)
  A: 6; B: 0; C: 0; D: -6; E: 2; F: 1; G: 2; H: -1
> CN1CCN(CCc2nc3cc(NC(=O)C4CCCCC4)ccc3n2C)CC1
  A: -11; B: -12; C: -5; D: -2; E: -14; F: -12; G: -1; H: -12

# Entries of single compounds, looked up by structure. Values in the order: USP30 inh | USP17 block | UCHL1 block | USP8 inh | OTUD3 block | USP28 block | USP10 block | USP7 block
# O=C1N(CC2CC2)c2ccccc2C12CCN(S(=O)(=O)C1CC1)CC2 is entered as 4 | -7 | 1 | -1 | -5 | -5 | 0 | -4
# CC1(C)Cc2c(c(-c3ccccc3)nc(N3CCCC3)c2C(N)=O)CO1 is entered as -14 | -13 | -4 | -9 | -7 | -7 | 0 | -10
# CN1CCN(CCc2nc3cc(NC(=O)C4CCCCC4)ccc3n2C)CC1 is entered as -11 | -12 | -5 | -2 | -14 | -12 | -1 | -12
# COc1ccc(C2C3=C(CC(c4ccc(C)cc4)CC3=O)Nc3ccccc3N2C(=O)c2ccccc2)cc1 (stereo not drawn) is entered as 12 | 23 | 2 | 24 | 2 | 13 | -3 | 1
# O=C(NC1CCCCC1)C1CC(=O)N(c2cccc(-c3noc(-c4cccs4)n3)c2)C1 (stereo not drawn) is entered as nt | 39* | -4 | -4 | 0 | nt | -2 | -9

# Additional structures follow.
# Short keys – A = USP30 inh; B = USP17 block; C = UCHL1 block; D = USP8 inh; E = OTUD3 block; F = USP28 block; G = USP10 block; H = USP7 block
> CC1CC(=O)N(Cc2ccc(F)cc2)c2ccccc2S1(=O)=O (stereo not drawn)
  A: 19; B: 16; C: 1; D: 18; E: 11; F: 12; G: 0; H: -2
> O=C(NC1CCN(c2cc(-c3ccc(F)cc3)[nH]n2)C1)c1ccccc1 (stereo not drawn)
  A: -21; B: -8; C: -4; D: -70; E: -3; F: -11; G: 0; H: -6
> Cc1ccc(NC(=O)c2nc3c(s2)CCCN3C(=O)C2CC2)cn1
  A: 6; B: 10; C: 0; D: 0; E: 10; F: 7; G: 3; H: 4
> O=C(Cn1cccnc1=O)N1Cc2cc(Cl)ccc2OC2(CCOCC2)C1
  A: -5; B: 2; C: 2; D: 5; E: 0; F: -2; G: 1; H: 0
> CN(C(=O)[C@H]1[C@@H]2C[C@@H]3[C@H]1C(=O)O[C@@H]3C2)c1ccccc1Cl
  A: 0; B: 1; C: 0; D: 6; E: -3; F: -4; G: 2; H: 2
> COCCN1C[C@@]23CN(C(=O)c4cnc(C)cn4)C[C@@H](C[C@@H]2S1(=O)=O)O3
  A: -19; B: -18; C: -3; D: -56; E: -4; F: -13; G: -5; H: -1
> Cc1ccc(C)c(NC(=O)CCc2cccc3[nH]ccc23)c1
  A: -18; B: -4; C: 0; D: 8; E: 0; F: 0; G: 1; H: 0
> O=C(Nc1cnc(-c2cccnc2)nc1)C1CCC1
  A: 19; B: 10; C: 0; D: 23; E: 13; F: 8; G: -2; H: 1
> O=C(COC(=O)C(c1ccccc1)c1ccccc1)Nc1ccc(N2CCOCC2)cc1
  A: 13; B: 7; C: 7; D: 13; E: 2; F: 19; G: 4; H: 1
> CCOC(=O)C(C)Sc1nnc(NC(=O)CC23CC4CC(CC(C4)C2)C3)s1 (stereo not drawn)
  A: 5; B: -4; C: -1; D: 5; E: -1; F: -2; G: 8; H: 10
> Cc1nc(SCC(=O)NCC2CCCO2)c2oc3ccccc3c2n1 (stereo not drawn)
  A: 0; B: 4; C: 0; D: 0; E: 8; F: 5; G: 0; H: 0
> CC(NC(=O)CCC(=O)N1Cc2cccn2-c2ccccc21)c1ccccc1 (stereo not drawn)
  A: -26; B: 0; C: 0; D: 3; E: -2; F: 6; G: -2; H: 5
> Cc1ccc(C(=O)Nc2nccnc2C(=O)NCc2ccccc2)cc1
  A: 18; B: 6; C: 3; D: -4; E: 4; F: 8; G: 0; H: 4
> CCOc1ccccc1N(CC(=O)NCc1ccccc1)C(=O)CCC(=O)Nc1ccccn1
  A: 6; B: -5; C: 0; D: -2; E: -4; F: -3; G: -1; H: -12

# Shown as a hit in USP30 inh, of those listed so far:
# Short keys – A = USP30 inh; B = USP17 block; C = UCHL1 block; D = USP8 inh; E = OTUD3 block; F = USP28 block; G = USP10 block; H = USP7 block
> CNc1cc(C)nc(C2CN(C(=O)c3ccc(C)n(C)c3=O)CCO2)c1 (stereo not drawn)
  A: 32*; B: 8; C: 1; D: -34; E: 13; F: 4; G: 0; H: 4
